Source: PubChem BioAssay (The Scripps Research Institute Molecular Screening Center)
GPR151 activ – activators of human GPR151 | AID 1508602 | Q8TDV0 | PathHunter beta-arrestin GPR151 cells, luminescence | hit rate 1% among 650,000 | activation, % at 11.2 µM; in the data active means activation above about 4.9%;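 further: 0% = median of compound wells and 100% = cells with positive control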
Target sequence (Q8TDV0 whole entry, looked up): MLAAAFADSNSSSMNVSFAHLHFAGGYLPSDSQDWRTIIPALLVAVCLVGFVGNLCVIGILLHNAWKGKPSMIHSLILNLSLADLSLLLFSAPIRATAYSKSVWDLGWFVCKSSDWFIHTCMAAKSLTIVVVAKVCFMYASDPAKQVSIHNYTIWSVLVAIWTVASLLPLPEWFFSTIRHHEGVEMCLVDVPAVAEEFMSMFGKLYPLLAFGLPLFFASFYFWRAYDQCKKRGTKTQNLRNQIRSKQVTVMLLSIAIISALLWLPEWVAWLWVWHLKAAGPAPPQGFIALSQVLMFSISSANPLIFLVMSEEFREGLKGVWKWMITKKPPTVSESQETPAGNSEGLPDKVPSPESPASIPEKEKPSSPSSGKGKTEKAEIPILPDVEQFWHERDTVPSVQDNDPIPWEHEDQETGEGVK
FBW7 activator – human FBW7 E3 ligase activation, primary screen; hit rate 0.13% among 650,000; AID 1259310; Q969H0; AlphaScreen FBW7–phospho-cyclin E peptide binding, activator screen; normalized activity (activation), % at 26.1 µM; in the data active means normalized activity above about 1.9%;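 further: purified mutant Fbw7 with reduced substrate affinity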
MITF primary – blocks human microphthalmia-associated transcription factor; O75030; inhibition, % at 2.6 µM; AlphaScreen MITF homodimerization, bead proximity signal; AID 1259374; hit rate 0.91% among 650,000; in the data active means inhibition above about 50%;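 further: 0% = vehicle wells with protein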
Target sequence (O75030 whole entry, looked up): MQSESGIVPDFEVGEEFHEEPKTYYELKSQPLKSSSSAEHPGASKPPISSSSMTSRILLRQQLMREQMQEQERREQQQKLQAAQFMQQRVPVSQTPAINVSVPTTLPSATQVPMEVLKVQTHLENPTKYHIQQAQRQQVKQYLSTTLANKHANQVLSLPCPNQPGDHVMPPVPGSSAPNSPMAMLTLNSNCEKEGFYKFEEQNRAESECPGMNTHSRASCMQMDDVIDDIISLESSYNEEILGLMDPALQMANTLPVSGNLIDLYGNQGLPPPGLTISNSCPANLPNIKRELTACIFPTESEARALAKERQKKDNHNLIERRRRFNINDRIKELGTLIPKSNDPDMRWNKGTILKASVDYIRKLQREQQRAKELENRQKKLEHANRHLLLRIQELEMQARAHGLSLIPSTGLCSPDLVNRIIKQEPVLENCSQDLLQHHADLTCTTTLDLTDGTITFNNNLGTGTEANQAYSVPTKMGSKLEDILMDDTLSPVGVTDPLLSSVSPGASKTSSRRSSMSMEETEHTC
TEAD-YAP block – TEAD-YAP interaction inhibition | inhibition, % at 9.12 µM | HEK-TIYL cells, TEAD-Gal4/YAP UAS-luciferase luminescence | hit rate 1.4% among 640,000 | AID 1259422; in the data active means inhibition above about 32%;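 further: 0% = median of test compound wells and 100% = reference inhibitor wells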
* marks the source's active call; other numbers are inactive results.

SMILES | GPR151 activ | FBW7 activator | MITF primary | TEAD-YAP block
CC(C)(C)C(=O)COC(=O)/C=C/c1ccc(Nc2cccc(S(N)(=O)=O)c2)cc1 | -1.9 | -0.3 | -7.5 | 0.5
Cc1cccc(CN2CCN(CC(=O)NC3CCCCCC3)C2=O)c1 | 0.1 | 0.1 | 2.3 | 0.9
COc1ccc([N+](=O)[O-])cc1NC(=O)c1sc2ncn(CC(=O)N3CC(C)CC(C)C3)c(=O)c2c1C (configuration not stated) | -1.7 | 0.1 | 10.0 | -0.2
CCOc1ccc2nc(NC(=O)c3cc(-c4ccccc4)nc4ccccc34)sc2c1 | 0.1 | 0.1 | 1.7 | 1.4
CCCCCOC(=O)C1=C(C)N(C)C(=O)NC1c1ccc(OCc2ccccc2)cc1 (configuration not stated) | -0.1 | -0.1 | 1.1 | -4.4
Cc1cnc(NCc2cccnc2)nc1Nc1ccc2c(c1)OCO2 | -1.2 | -0.1 | 2.5 | 3.2
COC(=O)/C(=C\c1ccccc1)NC(=O)c1ccccc1I | -2.0 | 0.4 | 4.5 | -9.4
CSCCOC(=O)C1=C(C)NC(=O)NC1c1ccccc1Cl (configuration not stated) | 1.2 | 0.0 | -3.0 | 19.2
C=CCNC(=O)CN1Cc2ccccc2OC(c2ccccc2)C1 (configuration not stated) | 1.7 | -0.2 | 10.2 | -2.0
COc1ccc(Cl)c2c(C(=O)O)cc(-c3ccco3)nc12 | -0.1 | -0.2 | -3.1 | -30.4
CC(C)CCNS(=O)(=O)c1ccc2[nH]c3c(c2c1)CCCC3 | 0.4 | 0.0 | -8.8 | 3.2
Cc1cccc(/C=N/NC(=O)Cn2cnc3c2c(=O)n(C)c(=O)n3C)c1 | 0.9 | -0.1 | -3.2 | -12.1
O=C1CCC(C(=O)NNC(=O)c2ccc(Cl)cc2)=NN1 | -0.5 | 0.7 | 9.2 | 5.0
CC1CCCCC1NC(=O)/C(C#N)=C/c1cccs1 (configuration not stated) | 1.1 | 0.0 | -8.8 | -30.0
CCOc1ccc(OCc2cccc(C(=O)OC)c2)cc1 | 1.0 | 0.0 | -29.6 | 85.1*
CCC(NC(=O)/C(=C\c1ccccc1)NC(=O)c1ccc(C)cc1)C(=O)O (configuration not stated) | 0.9 | 0.7 | 3.4 | -1.4
O=C(CSc1ccc(F)cc1)N(Cc1ccco1)c1nc2ccccc2s1 | -1.7 | -0.2 | 1.6 | -12.1
CN(Cc1ccon1)C(=O)CC1(c2cccc(F)c2)CC(=O)N(C2CCCC2)C1=O (configuration not stated) | -0.8 | 0.4 | 16.2 | -28.7
CC(C)CN1CCN(Cc2cnc(N(C)C)s2)CC1CCO (configuration not stated) | 1.7 | -0.1 | 15.1 | 5.9
CCOc1cc(Br)cc(C=O)c1O | -0.5 | 1.1 | 16.6 | 5.7
O=C(CN(Cc1ccccc1)S(=O)(=O)c1ccc(F)cc1)NC1CC1 | 2.2 | 0.0 | -6.7 | 1.1
CN(C)CCCN(C(=O)CCSc1ccccc1)c1nc2ccccc2s1 | -0.3 | -0.2 | -4.2 | 1.9
COc1ccc(OC)c(-n2nnc(-c3nc(-c4ccc(Cl)cc4)no3)c2N)c1 | -2.4 | 0.0 | 25.3 | -9.1
COC(=O)c1ccc(/C=C(\C#N)c2ccc([N+](=O)[O-])cc2)cc1 | 0.3 | 0.0 | -8.9 | 6.0
Cc1c(C(=O)Nc2ccccc2F)cccc1[N+](=O)[O-] | -0.5 | 0.2 | 6.8 | 15.4
COC(=O)c1ccc(CSc2ccccc2C)o1 | -0.8 | 0.1 | 6.0 | -4.4
O=C(Nc1ccc(N2CCCCC2)c(NC(=O)C2CCCCC2)c1)C1CCCCC1 | 0.0 | 0.0 | 10.2 | 2.9
O=C(CN1CCCC1=O)NC1(C(F)(F)F)NC(=O)N(C2CCCC2)C1=O (configuration not stated) | 1.3 | 0.1 | 3.4 | -14.4
CCOC(=O)CSc1nc2c(sc(=S)n2-c2ccc(OCC)cc2)c2nc3ccccc3n12 | 2.4 | -0.1 | -0.5 | -7.5
Cc1cc(C)n(CC(C)NC(=O)Cn2nnnc2CN(C)C(C)C)n1 (configuration not stated) | 0.2 | 0.2 | 5.7 | 9.2
CCCCC(c1nnnn1C1CCCCC1)N1CCN(C(=O)c2ccco2)CC1 (configuration not stated) | 0.4 | -0.1 | -0.6 | 6.5
CCCCOc1ccc(C2NC(=S)NC(C)=C2C(=O)OC)cc1 (configuration not stated) | 2.5 | -0.1 | 20.8 | 11.6
CC(=O)c1c(C)oc2cc(C)c(NS(=O)(=O)c3ccc(Br)cc3)cc12 | 3.1 | 0.0 | -1.1 | 16.6
Cc1ccccc1C(=O)Oc1coc(CSc2nccn2C)cc1=O | -1.7 | -0.2 | 5.7 | 10.5
CC(C)c1ccc(OCC(O)CN2CCN(C(=O)c3ccccc3)CC2)cc1 (configuration not stated) | -1.3 | 0.4 | 8.0 | -1.4
Cc1sc(C2C(C#N)=C(N)OC3=C2C(=O)CCC3)cc1Br (configuration not stated) | -1.2 | 0.0 | -1.6 | 0.2
CCOc1cccc(OCCCOc2ccccc2OC)c1 | -0.6 | 0.2 | -0.3 | 6.6
Cc1ccc(C(=O)Nc2cc(-c3nc4ncccc4o3)ccc2C)cc1C | -1.0 | 0.0 | 1.9 | -4.8
N#Cc1c(-c2ccccc2)cc(-c2cccs2)[nH]c1=S | -1.4 | 0.0 | 1.6 | -4.7
COCCCNC(=O)c1ccc2c(c1)nc(C)n2-c1ccc(C(C)C)cc1 | 0.0 | 0.5 | 13.3 | 9.6

3 structures already listed, ordered by formula weight, largest number first.
SMILES | GPR151 activ | FBW7 activator | MITF primary | TEAD-YAP block
CCCCC(c1nnnn1C1CCCCC1)N1CCN(C(=O)c2ccco2)CC1 (configuration not stated) | 0.4 | -0.1 | -0.6 | 6.5
COCCCNC(=O)c1ccc2c(c1)nc(C)n2-c1ccc(C(C)C)cc1 | 0.0 | 0.5 | 13.3 | 9.6
COC(=O)c1ccc(CSc2ccccc2C)o1 | -0.8 | 0.1 | 6.0 | -4.4

More structures follow:
SMILES | GPR151 activ | FBW7 activator | MITF primary | TEAD-YAP block
Cc1cc2cc(CN(CCc3ccccc3)C(=O)c3ccncc3)c3nnnn3c2cc1C | 0.7 | 0.0 | -13.8 | -2.4
COCc1cc(CN[C@H]2C[C@H]3C(=O)N[C@H](C)C(=O)N3C2)ccc1OC | -0.8 | 0.7 | 20.6 | -2.0
COC(=O)Cn1[nH]c(=O)c2ccccc2c1=O | -0.5 | 1.4 | 12.1 | 6.9
CCOC1=C/C(=C/c2c(N)n3nc(N4CCC(C)CC4)sc3nc2=O)C=CC1=O | -0.2 | -0.1 | -5.9 | 1.0
Cc1[nH]nc2nc(SCC(=O)N3CCCC3)n(-c3ccc(Oc4ccccc4)cc3)c(=N)c12 | -0.8 | -0.1 | 8.2 | 9.8
CN1CCCN(C(=O)c2nc3sccn3c2CN(C)C2CCCc3ccccc32)CC1 (configuration not stated) | 0.4 | -0.1 | 10.8 | 3.8
O=C(Nn1cnc2ccccc2c1=O)c1ccc(Cl)c([N+](=O)[O-])c1 | 1.9 | -0.1 | 4.3 | -1.5
Cc1occc1-c1nn(C2CCN(C(=O)C(C)(C)C)CC2)c(=O)o1 | 0.8 | 0.2 | 7.7 | 0.1
Cc1[nH]nc2c1C(c1ccc(F)cc1F)C(C#N)=C(N)O2 (configuration not stated) | 2.5 | 0.5 | -13.1 | 5.5
CCc1cc2c(=O)c(Oc3cnn(-c4ccccc4)c3)coc2cc1OCC(=O)OC | -0.4 | 0.0 | 8.2 | 2.9
CCOc1ccc(-n2c(CNC(=O)c3cccs3)nnc2SCC(=O)N2CCc3ccccc32)cc1 | 0.3 | 0.1 | 2.5 | 3.6
CCOC(=O)COc1c(C=O)cccc1OC | -0.6 | 0.1 | 16.9 | 14.2
CCc1cccc(NC(=O)N[C@H]2C[C@H]3C(=O)N[C@H](C)C(=O)N3C2)c1 | 0.1 | -0.1 | -4.9 | -2.0
COc1ccc(NC(=O)c2c(F)cccc2Cl)cc1S(=O)(=O)N1CCCCC1 | 0.7 | -0.1 | -1.1 | 2.8
Cc1cc(=O)n2c3ccccc3n(CC(O)CN3CCCC3)c2c1C#N (configuration not stated) | -0.4 | -0.2 | -1.6 | 10.4
Cc1c(C(=O)NC(=S)NCCCN2CCOCC2)oc2ccccc12 | -0.2 | 0.1 | -11.9 | -17.8
OCCC1CN(Cc2cnn(-c3ccccc3)c2)CCN1Cc1cccs1 (configuration not stated) | -1.1 | 0.1 | 6.8 | 12.4
Cc1cc(C)c(NC(=O)CS(=O)CC(=O)N2CCN(c3ccccc3)CC2)c(C)c1 (configuration not stated) | -0.1 | -0.4 | -10.4 | -9.9
CCN1CCN(c2ncnc3sc(C)c(-c4ccc(F)cc4)c23)CC1 | -0.1 | -0.1 | 6.9 | -27.7
Cc1[nH]c(=O)[nH]c(=O)c1S(=O)(=O)N1CC(C)CC(C)C1 (configuration not stated) | -1.1 | -0.1 | 8.6 | 9.9

Part of the list above in a different format.
molecule: Cc1[nH]c(=O)[nH]c(=O)c1S(=O)(=O)N1CC(C)CC(C)C1 (configuration not stated)
  GPR151 activ: -1.1 | FBW7 activator: -0.1 | MITF primary: 8.6 | TEAD-YAP block: 9.9

molecule: CCc1cc2c(=O)c(Oc3cnn(-c4ccccc4)c3)coc2cc1OCC(=O)OC
  GPR151 activ: -0.4 | FBW7 activator: 0.0 | MITF primary: 8.2 | TEAD-YAP block: 2.9

(listing goes on)
SMILES | GPR151 activ | FBW7 activator | MITF primary | TEAD-YAP block
COc1ccc(OC2OC3COC(c4ccco4)OC3C(O)C2NC(C)=O)cc1 (configuration not stated) | 0.1 | -0.1 | 5.2 | -4.8
CNc1nc(Oc2ccc(=O)n(C)n2)nc(N2CCOCC2)n1 | -0.4 | -0.1 | 5.0 | -14.8
OCCCc1ccc(C(O)(C(F)(F)F)C(F)(F)F)o1 | -0.3 | -0.1 | 8.6 | 7.3
CCN(CC)c1nc(C)nc2sc(C(=O)NCc3ccco3)c(C)c12 | 1.4 | 0.1 | 12.4 | 3.4
CCOc1ccc(NC(=O)CN(Cc2ccccc2)S(=O)(=O)c2ccc(Br)cc2)cc1 | 0.0 | 0.0 | -2.8 | 5.3
O=C1OC(c2c(O)n(-c3ccc(Cl)cc3)c(=O)[nH]c2=O)c2ccccc21 (configuration not stated) | 0.1 | -0.1 | -1.0 | -4.8
Cc1ccc(C)c(N=c2c([N+](=O)[O-])nn(-c3ccccc3C)n2O)c1 | -0.2 | -0.1 | 12.6 | 4.2
COc1ccc(NC(=S)N(CCN2CCCCCC2)Cc2ccco2)cc1 | -1.7 | -0.1 | 0.7 | -9.3
CCOC(=O)C1CCCN(Cc2nc(NCc3cccs3)c3ccccc3n2)C1 (configuration not stated) | -0.9 | 0.5 | 14.8 | 1.9
CC(C)(C)n1ncc2c(=O)n(Cc3cccc(F)c3)cnc21 | 0.6 | 0.1 | 54.5* | 6.8
CC1CCCCN1C(=O)c1ccc(I)o1 (configuration not stated) | 0.1 | 0.2 | 4.2 | -7.5
COc1cc(/C=C(/C#N)c2cccc([N+](=O)[O-])c2)cc(Br)c1OCC(=O)O | -0.1 | -0.1 | 2.9 | -2.2
Cc1csc(Nc2ccc(Cl)cc2)n1 | 0.4 | 0.1 | 7.5 | -29.1
COc1ccccc1N1CC(C(=O)OCc2nc(N)nc(Nc3ccccc3C)n2)CC1=O (configuration not stated) | 0.0 | 0.0 | 6.8 | -12.6
CC1=Nc2ccc(C)cc2/C1=C/c1c(N)n2nc(N3CCOCC3)sc2nc1=O | 1.5 | 0.2 | 11.7 | -2.6
CCCS(=O)(=O)N1CCCc2cc(NS(=O)(=O)Cc3ccccc3F)ccc21 | -0.5 | 0.1 | 2.5 | 9.9
CCOC(=O)N1CCN(C(=O)c2ccc3c(=O)n(CCN(CC)CC)c(=S)[nH]c3c2)CC1 | 1.1 | 0.0 | -15.4 | -5.0
COc1ccc(CN2CCN(C/C=C/c3ccccc3)CC2)cc1OC | 0.2 | 0.0 | 43.0 | -4.3
c1ccc(CNc2cc(-c3ccncc3)nc(-c3ccccn3)n2)cc1 | -0.5 | -0.8 | 2.8 | 7.2
O=C(Nc1ccc(-n2cccn2)cc1)C1CCN(Cc2cccn2-c2ncccn2)CC1 | 0.0 | -0.1 | 0.0 | 1.8
C/C(=N\NC(=O)c1cccs1)c1ccncc1 | -2.2 | -0.2 | 0.3 | -70.3
COc1cccc2cc(C(N)=O)c(=Nc3ccccc3C#N)oc12 | -0.9 | 0.3 | 16.4 | -2.0
Cc1cc(C)nc(N(C#N)CN2C(=O)c3ccccc3S2(=O)=O)n1 | -1.4 | 0.1 | 3.1 | 8.9
COCCCn1c(=O)[nH]c2nc(-c3ccc(OCCCN(C)C)nc3)cnc21 | -0.6 | -0.7 | -4.1 | -11.3
CCOC(=O)c1c(NC(=O)CSc2nnc(CNC(=O)c3ccc(C)c([N+](=O)[O-])c3)n2C)sc2c1CCCCC2 | 0.3 | 0.1 | 11.2 | 0.4
CCC(c1nnnn1Cc1ccc2c(c1)OCO2)N1CCN(Cc2ccccc2)CC1 (configuration not stated) | -2.0 | 1.3 | 11.0 | 6.1
Cc1ccc(Nc2nc3ccccc3n3nnnc23)cc1C | -0.7 | 0.0 | 15.0 | -15.3
Cc1cc2oc3c(c(=O)c2cc1Cl)C(c1ccccn1)N(c1ccccn1)C3=O (configuration not stated) | 0.5 | 0.1 | -13.2 | 1.9
COc1ccc(OCC(=O)N/N=C/c2ccc(O)cc2)c(Br)c1 | -0.1 | 0.0 | 0.1 | -0.3
O=[N+]([O-])c1cc([N+](=O)[O-])c(N2CCCCCC2)cc1NCCO | 2.8 | -0.3 | -5.1 | 3.8
